# Screening results from PubChem.
# D1 ag = activates the human D1 dopamine receptor; P21728; HEK293 T-REx D1 cells, calcium flux, agonist mode; activation, % at 2 µM; 1% of 360,000 active; AID 504660; in the data active = activation above about 30%; also: 0% is about no effect
#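 Inducible HEK293 T-REx D1 cells, force-coupled to calcium signalling, were plated at 4000 cells/well with tetracycline and held overnight at 30 C. After no-wash calcium dye loading, compound-evoked calcium rise over 180 s flagged agonists.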
# D2 agonist = agonists of human D2 dopamine receptor | HEK293 T-REx D2 cells, calcium flux agonist mode | activation, % at 2 µM | 0.53% of 340,000 active | AID 485358;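 active = activation over 3 SD above normal in the single-dose calcium agonist read, cut at about 30% in these data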; also: 0% is about no effect
# Target sequence (P14416 whole entry, looked up): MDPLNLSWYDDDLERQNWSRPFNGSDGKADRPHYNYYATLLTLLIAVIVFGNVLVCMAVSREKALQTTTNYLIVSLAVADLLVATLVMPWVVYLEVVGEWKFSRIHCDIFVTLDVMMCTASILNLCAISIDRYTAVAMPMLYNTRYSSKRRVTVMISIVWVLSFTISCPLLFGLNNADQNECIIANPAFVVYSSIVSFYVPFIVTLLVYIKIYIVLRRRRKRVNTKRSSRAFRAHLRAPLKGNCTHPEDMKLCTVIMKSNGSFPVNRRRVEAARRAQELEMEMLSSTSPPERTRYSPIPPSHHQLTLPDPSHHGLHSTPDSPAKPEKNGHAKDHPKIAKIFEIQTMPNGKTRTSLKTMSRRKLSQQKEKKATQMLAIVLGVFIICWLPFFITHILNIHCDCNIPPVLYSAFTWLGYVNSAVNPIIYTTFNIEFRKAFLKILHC
#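 Agonism is scored from calcium flux in a force-coupled, inducible HEK293 cell line expressing D2, read kinetically for 180 s after compound addition against dopamine controls.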
# D1 PAM = enhances dopamine response at the human D1 receptor. HEK293 TREx D1 cells, calcium flux, dopamine EC20 potentiation. potentiation, % at 10 µM. 0.036% of 360,000 active. P21728; in the data active = potentiation above about 30%; also: 0% is about no effect
# RXFP1 antag = blocks the human relaxin receptor RXFP1 | Q9HBX9 | HEK293-RXFP1, relaxin-stimulated cAMP HTRF, 30 min; active compounds read low | activity change, negative = inhibition, % at 57.5 µM | 0.59% of 350,000 active | AID 1259400;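 active = activity change of -60% or lower, but not beyond a set lower limit; inconclusive = change between -60% and -40%, or beyond the set limit; inactive = change above -40%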; also: % is scaled to controls: 0 for no effect and ±100 for the full control effect
# D2 antagonist = antagonists of human D2 dopamine receptor | AID 485344 | HEK293 TREx D2 cells, calcium flux, dopamine EC80 | P14416 | 2% of 340,000 active | inhibition, % at 10 µM; in the data active = inhibition above about 30%; also: 0% is about no effect
#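 Cells plated overnight at 30 C with tetracycline; no-wash calcium dye, 30–90 min RT; 10 s baseline; compound pinned; 180 s read; EC80 dopamine added; another 180 s read.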
# D2 potentiator = positively modulates the human D2 dopamine receptor allosterically | P14416 | HEK293 T-REx D2, calcium flux, EC20 dopamine potentiation | potentiation, % at 10 µM | 0.34% of 340,000 active | AID 485347;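 active = potentiation over 3 SD above the plate norm, cut at about 30% in these data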; also: 0% is about no effect
#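 Primary screen. Calcium kinetics in induced HEK293 T-REx D2 cells: compound pre-addition 180 s, EC20 dopamine, 180 s more.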
# TRHR enhancer = allosterically enhances the human TRH receptor. TRHR cells, fluo-8 calcium fluorescence, EC20 TRH enhancement. enhancement, % at 2 µM. 0.66% of 360,000 active; in the data active = enhancement above about 30%; also: 0% is about no effect
# Target sequence (P34981 whole entry, looked up): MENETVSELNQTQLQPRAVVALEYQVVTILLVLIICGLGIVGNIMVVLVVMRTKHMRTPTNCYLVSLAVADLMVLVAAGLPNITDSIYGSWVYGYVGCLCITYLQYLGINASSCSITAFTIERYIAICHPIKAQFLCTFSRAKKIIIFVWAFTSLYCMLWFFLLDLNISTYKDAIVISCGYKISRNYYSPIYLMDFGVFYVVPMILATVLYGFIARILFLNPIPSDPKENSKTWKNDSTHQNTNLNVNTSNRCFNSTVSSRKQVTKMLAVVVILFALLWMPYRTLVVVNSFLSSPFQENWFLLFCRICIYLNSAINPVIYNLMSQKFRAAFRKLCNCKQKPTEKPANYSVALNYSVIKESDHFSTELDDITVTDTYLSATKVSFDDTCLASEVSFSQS
#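 Enhancer read-out: after compound pinning and an initial kinetic agonist-mode read, an EC20 of TRH (10 nM final) was injected and fluo-8 calcium signal (Ex 480/Em 530) followed at 1 s/cycle for 100 cycles in TRHR-expressing cells.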
# D1 antagonist = antagonists of human D1 dopamine receptor | P21728 | HEK293 TREx D1 cells, calcium flux, dopamine EC80; active compounds read low | activity change, negative = inhibition, % at 10 µM | 3.2% of 360,000 active | AID 504652; in the data active = activity change below about -30%; also: % is scaled to controls: 0 for no effect and ±100 for the full control effect
#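 HEK293 T-REx cells expressing inducible, force-coupled D1 receptor; no-wash Ca dye, 30–90 min RT. Cmpd → 180 s read at 1 Hz → EC80 DA → 180 s read.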
# RXFP1 ag = RXFP1 (human) receptor agonism. Q9HBX9. 0.3% of 370,000 active. HEK293T-RXFP1 cAMP TR-FRET, 30 min; response scale: percent of porcine relaxin response, buffer zero. Potency, µM (titrated, usually from 57.5 µM), for inactives: top-dose activation, actives largely listed as activators. AID 2676; active = well fitted activation curve with a large enough effect; inconclusive = small, poorly fitted or top-dose-only effect; also: potency is read from the fitted curve at half-maximal effect; % is scaled to controls: 0 for no effect and ±100 for the full control effect; nearly all actives have a fitted effect of over 60% in size; many of its hits are not listed in these tables
#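 HEK293 cells stably expressing RXFP1, treated 30 min at 37C with compounds plus PDE4 inhibitor Ro 20174; cAMP measured by HTRF TR-FRET. Normalized to buffer and 29 nM porcine relaxin; EC50 by Hill fit.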
# * hit, by the source's call; ? = inconclusive; · = no result given. This is a subset, so the mix of outcomes need not match the whole.
SMILES,D1 ag,D2 agonist,D1 PAM,RXFP1 antag,D2 antagonist,D2 potentiator,TRHR enhancer,D1 antagonist,RXFP1 ag
COc1ccc(/C=N/NC(=O)Cc2n[nH]c(=O)[nH]c2=O)cc1,0,0.1,0,-20,16,3,1,-4,-3.9%
COc1ccccc1N(C(=O)c1ccncc1)c1nc(-c2ccc([N+](=O)[O-])cc2)cs1,4,1.7,-2,-6,-7,12,-1,-38*,-0.1%
CCOC(=O)c1c(-c2ccccc2)oc2ccc(OCc3ccccc3Br)cc12,2,·,-1,·,·,0,-7,-5,0.6%
CN(c1ccc(F)cc1)S(=O)(=O)c1ccc2[nH]cc(C(=O)O)c(=O)c2c1,3,0.6,0,4,-5,-7,-5,8,0.1%
CCC1(C)Cc2c(c(=O)n(-c3ccccc3)c3ncnc(N)c23)CO1 (configuration not stated),0,-0.3,-4,-17,-8,13,-1,-7,21%
CCN(Cc1ccccc1)C(=O)Cn1c(C(C)O)nc2ccccc21 (configuration not stated),2,0.9,2,-2,5,-6,0,-1,0.5%
O=C(NCCCn1ccnc1)c1ccc(Cl)s1,1,-0.6,-2,0,-5,1,-1,-5,-1.2%
Cc1ccc(NC(=O)CSc2nnc3c(n2)[nH]c2ccccc23)cc1,2,·,·,-10,·,1,8,-25,4.2%
Cc1ccccc1S(=O)(=O)Nc1ncnc2ccccc12,4,0.2,4,-7,13,-2,1,-5,6.0%
NC(=O)[C@@H]1CCCCNc2c(F)cc([N+](=O)[O-])cc2C(=O)N[C@@H](CC(=O)O)C(=O)N[C@@H](CCC(=O)O)C(=O)N1,-3,0.2,0,·,20,-1,18,28,0.2%
CN(C)Cc1c(C(=O)N/N=C/c2ccncc2)nnn1-c1nonc1N,20,1.0,-4,-1,-4,10,3,-1,0.3%
CC(C)OC(=O)CSc1nnc(-c2cccnc2)n1N,2,1.1,-5,-8,8,9,8,-31*,-0.1%

# Part of the list above in order of count of non-hydrogen atoms, low to high.
SMILES,D1 ag,D2 agonist,D1 PAM,RXFP1 antag,D2 antagonist,D2 potentiator,TRHR enhancer,D1 antagonist,RXFP1 ag
O=C(NCCCn1ccnc1)c1ccc(Cl)s1,1,-0.6,-2,0,-5,1,-1,-5,-1.2%
CC(C)OC(=O)CSc1nnc(-c2cccnc2)n1N,2,1.1,-5,-8,8,9,8,-31*,-0.1%
COc1ccc(/C=N/NC(=O)Cc2n[nH]c(=O)[nH]c2=O)cc1,0,0.1,0,-20,16,3,1,-4,-3.9%
Cc1ccc(NC(=O)CSc2nnc3c(n2)[nH]c2ccccc23)cc1,2,·,·,-10,·,1,8,-25,4.2%
CN(C)Cc1c(C(=O)N/N=C/c2ccncc2)nnn1-c1nonc1N,20,1.0,-4,-1,-4,10,3,-1,0.3%
CCOC(=O)c1c(-c2ccccc2)oc2ccc(OCc3ccccc3Br)cc12,2,·,-1,·,·,0,-7,-5,0.6%
NC(=O)[C@@H]1CCCCNc2c(F)cc([N+](=O)[O-])cc2C(=O)N[C@@H](CC(=O)O)C(=O)N[C@@H](CCC(=O)O)C(=O)N1,-3,0.2,0,·,20,-1,18,28,0.2%

# Additional results.
SMILES,D1 ag,D2 agonist,D1 PAM,RXFP1 antag,D2 antagonist,D2 potentiator,TRHR enhancer,D1 antagonist,RXFP1 ag
CC(=O)N=c1sc2cc(C)ccc2n1C,-1,0.5,1,7,2,1,16,-3,1.3%
c1ccc(-c2nc(NCc3ccco3)c3ccccc3n2)nc1,2,4.5,8,12,5,-18,13,5,-1.4%
CCc1ccc(N=C2NC(=O)/C(=C/c3ccc(OCC(=O)O)cc3)S2)cc1,0,-1.9,-1,0,5,7,-3,-6,0.0%
COc1ccc2[nH]c3c(=O)n(N)c(=O)[nH]c3c2c1,0,0.3,9,-15,26,1,3,2,3.2%
CCCCCCC(=O)Nc1cc2nc3c(nc2cc1C)c(=O)n(C)c(=O)n3C,0,-1.9,0,-12,·,5,10,-8,1.5%
O=c1/c(=C/c2cccc3ccccc23)sc2ncnn12,1,-1.6,-10,17,-6,4,-7,-7,0.7%
COc1cc(/C=C2\SC(=S)N(Nc3ccccc3)C2=O)cc(OC)c1OC,2,0.1,-1,-20,8,6,0,1,3.4%
CCOc1cc(N2CCOCC2)c(OCC)cc1NC(=O)[C@H](C)NC(=O)c1ccco1,5,-1.9,-5,5,-8,-11,-1,-4,-1.4%
COC(=O)C1=CO[C@@H](OC2OC(CO)C(O)C(O)C2O)[C@@H]2C(CO)=CC[C@H]12 (some centres not stated),0,-0.8,-1,·,10,4,-2,14,0.4%
CN(C)C(=O)C(OC(=O)c1ccc2ccccc2n1)c1ccccc1 (configuration not stated),0,0.7,-10,-15,-20,·,-4,0,0.2%
COc1cccc(NC(=O)CN(CCc2ccccc2)S(=O)(=O)c2ccc(Cl)cc2)c1,-1,0.2,0,·,·,-2,2,0,-1.6%
C=CCN(c1ccccc1)S(=O)(=O)c1cccc(C(=O)NCc2ccncc2)c1,10,0.9,-2,-16,-1,-15,1,46,-1.1%
COc1ccc(CNC(=O)c2ccc3c(c2)NC(=O)C(C)S3)cc1 (configuration not stated),0,0.1,-1,-10,-12,-2,36*,-13,0.3%
Cc1ccc2oc(C(=O)Nc3c(C(=O)Nc4cccc(Cl)c4)oc4ccccc34)cc(=O)c2c1,3,0.9,-2,-2,·,-6,-2,-8,-1.2%
O=C(Cn1cnc([N+](=O)[O-])n1)NCCO,2,0.0,-6,·,2,-3,-1,-8,2.5%
Cc1ccc(NC(=O)CSc2ccc(-c3cccnc3)nn2)cc1Cl,2,-1.7,11,1,18,0,-3,17,4.7%
COCCCn1c(C(=O)NCCN2CCOCC2)cc2c(=O)n3cccc(C)c3nc21,1,0.1,2,12,8,-13,-3,-1,-3.2%
O=c1[nH]cccc1-c1nc2ccccc2n1Cc1cccc(F)c1,1,-0.6,-4,2,-5,8,11,5,3.8%
Cc1ccc(Cl)cc1N1CCN(S(=O)(=O)c2cc3[nH]c(=O)c(=O)[nH]c3cc2C)CC1,2,-0.3,-1,-4,·,-5,0,2,-0.4%
CC(C)Nc1nc(SCC(=O)Nc2ccccc2)nc(N2CCOCC2)n1,1,-1.3,-3,-3,-7,7,5,-30,0.7%
CCc1ccc(N2C(=O)CC(N3CCC(C(=O)OC)CC3)C2=O)cc1 (configuration not stated),1,1.0,-4,9,-3,-4,2,7,0.5%
O=C(Nc1cccc(C(=O)O)c1)Nc1cccc2ccccc12,0,1.3,0,7,6,-2,2,1,-1.9%
O=C(Nc1nc2ccc(F)cc2s1)c1nc(S(=O)(=O)Cc2ccccc2)ncc1Cl,-1,1.5,-1,·,·,-3,-4,-9,0.1%
COc1ccc(S(=O)(=O)N2CCc3cc(OC)c(OC)cc3C2)cc1,5,-2.3,-3,-4,2,22,9,3,-1.6%

# Look-ups from the list.
# In RXFP1 antag, CC(C)Nc1nc(SCC(=O)Nc2ccccc2)nc(N2CCOCC2)n1 has -3
# In RXFP1 ag, O=C(Cn1cnc([N+](=O)[O-])n1)NCCO has 2.5%

# Other results follow:
SMILES,D1 ag,D2 agonist,D1 PAM,RXFP1 antag,D2 antagonist,D2 potentiator,TRHR enhancer,D1 antagonist,RXFP1 ag
CC(=O)N1c2ccc3ccccc3c2C(C)CC12CCCCC2 (configuration not stated),1,-1.4,0,-39,1,6,4,-9,2.7%
CCNC(=O)NC(=O)CSc1nnc(-c2c[nH]c3ccccc23)o1,3,-0.4,·,-34,-25,-6,18,-2,3.9%
COCC1CCCCN1C(=O)c1cc(COc2ccc3ncccc3c2)on1 (configuration not stated),12,·,-1,-5,·,2,0,-27,1.5%
COCCN(CCOC)S(=O)(=O)c1ccc(C(=O)Nc2nnc(C)o2)cc1,3,·,-2,-4,·,·,-13,-20,-0.9%
CCc1cccc(NC(=O)Cc2ccc(OC)c(OC)c2)c1,14,-0.8,-4,-8,-9,3,1,-12,0.6%
COc1ccc(C(=O)Nn2c(C)nc3ccccc3c2=O)cc1Br,3,·,0,15,·,·,0,-1,-0.4%
CCOc1ccc(-c2nc(C#N)c(N3CCOCC3)o2)cc1,1,0.1,-1,·,0,1,-4,-7,4.7%
S=c1nc(NCCc2ccccc2Cl)c2ccccc2[nH]1,6,1.4,-2,?,-8,17,2,9,-4.6%
CC(C)CNC(=O)c1ccccc1NC(=O)/C=C/c1cccc([N+](=O)[O-])c1,1,-0.9,3,2,21,10,16,-8,-1.2%
CCn1nnnc1SCC(=O)Nc1sc(C)c(C)c1C#N,-2,-0.4,-2,3,-2,6,-4,-9,1.6%
CC(=O)N(CC(=O)O)c1ccccc1C(=O)O,1,-0.2,0,6,-3,-1,5,-6,-1.8%
Cc1cc(C(=O)NC2CCN(Cc3ccccc3)CC2)n[nH]1,2,0.3,-4,-5,74*,-24,2,-6,-4.3%
O=C(COC(=O)CCc1c[nH]c2ccccc12)NCc1ccc2c(c1)OCO2,7,74*,2,-27,-4,-21,8,-22,0.1%
CN1CCCN(C(=O)c2cc(=O)[nH]c3ccccc23)c2nc3ccccc3nc21,-3,-1.1,4,4,-12,0,4,19,1.9%
O=S(=O)(c1ccc(Br)s1)N1CCN(c2ncccn2)CC1,2,-0.3,3,24,-6,-2,4,-7,0.2%
O=C(O)C1CC=CCC1C(=O)NCCc1cccc(Cl)c1 (configuration not stated),10,0.7,-3,-4,13,4,1,4,-0.5%
O=C(c1ccccc1Cl)N1CCC(n2cccc2)CC1,2,-1.3,-3,2,-1,13,-2,7,0.6%
O=C1CC(c2nc3ccccc3[nH]2)CN1c1ccccc1 (configuration not stated),2,0.2,-3,12,10,-12,31*,0,0.5%
CCCCC1(C)OC(=O)C(=Cc2ccc(SC)cc2)C(=O)O1 (configuration not stated),2,0.0,-4,-13,4,-4,24,22,3.6%
Cc1cccc(C(=O)N2c3nc(-c4ccco4)nn3C3(CCCCC3)[C@@H]3CCCC[C@@H]32)c1,-1,·,0,-12,·,12,-3,4,0.6%
COc1cc(C(C(=O)NCc2ccccc2)N(C(=O)c2snc(C(N)=O)c2N)C2CCCC2)cc(OC)c1OC (configuration not stated),0,-0.1,-5,7,8,3,-11,-9,-0.7%

# D1 antagonist, entries above that show a hit
SMILES	D1 ag	D1 PAM	RXFP1 antag	D2 antagonist	D2 potentiator	TRHR enhancer	D1 antagonist
COc1ccccc1N(C(=O)c1ccncc1)c1nc(-c2ccc([N+](=O)[O-])cc2)cs1	4	-2	-6	-7	12	-1	-38*
CC(C)OC(=O)CSc1nnc(-c2cccnc2)n1N	2	-5	-8	8	9	8	-31*
